Assay outcomes from PubChem.
ABHD5-PLIN5 inh: ABHD5-PLIN5 protein interaction inhibition; Split G. princeps luciferase complementation, luminescence, 4 h; AID 602281; inhibition, % at 4 µM; 360,000 compounds, 0.78% hits; Q00G26+Q8WTS1;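 active = inhibition above the mean inhibition across every tested compound plus 3 SD, cut at about 22% in these data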;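 note: 0% = DMSO only wells and the 100% control is not disclosed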
MC4R antag cAMP: human MC4R antagonism in cAMP assay; MC4R-expressing cells, MTII-stimulated cAMP, LANCE TR-FRET; AID 540295; inhibition, % at 6.5 µM; P32245; 360,000 compounds, 0.48% hits;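 active = inhibition above its plate's cutoff, the mean of tested wells on that plate plus 3 SD, cut at about 29% in these data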;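 note: 0% = Melanotan II alone and 100% = Melanotan II plus saturating MCL0020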
Target sequence (P32245 whole entry, looked up): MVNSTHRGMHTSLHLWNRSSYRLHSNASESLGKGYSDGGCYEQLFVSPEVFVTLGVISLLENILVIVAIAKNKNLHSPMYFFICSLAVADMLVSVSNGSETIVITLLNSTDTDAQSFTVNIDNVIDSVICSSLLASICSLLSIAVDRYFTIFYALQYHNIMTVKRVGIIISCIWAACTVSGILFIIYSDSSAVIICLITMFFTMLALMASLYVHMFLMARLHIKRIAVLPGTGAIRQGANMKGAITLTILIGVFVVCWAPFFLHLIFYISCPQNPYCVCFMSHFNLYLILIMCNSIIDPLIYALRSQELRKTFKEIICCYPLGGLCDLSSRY
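Test system: U2OS cells stably expressing human melanocortin 4 receptor (MC4R); also added: Melanotan II challenge; compound: 6.5 µM single dose; timing: 30-min compound preincubation, 1-h Melanotan II challenge, 1-h detection, room temperature; signal: Eu-cAMP/anti-cAMP TR-FRET, emission 671 nm; repeats: one well per compound, no replicates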
Glyco luc inh: N-linked glycosylation inhibition. reporter increase, % at 12.5 µM. 360,000 compounds, 0.23% hits. D54 ERlucT glycosylation luciferase reporter, 24 h; percent of 100 nM tunicamycin response. AID 588692;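 active = mean luciferase reporter signal, scaled so untreated is 0 and the glycosylation-blocking control 100, at or above a set limit in every replicate; inconclusive = mean reaches the limit but not every replicate does; inactive = mean below the limit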;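 note: luciferase carries N-glycosylation sites so blocking glycosylation raises the light; 0% = median of neutral control wells and 100% = median of 100 nM tunicamycin wells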
MC4R barr agon: human MC4R agonism via beta-arrestin; 360,000 compounds, 0.98% hits; AID 540308; U2OS MC4R beta-arrestin complementation, luminescence; percent of melanotan II response, DMSO zero; P32245; activation, % at 8.9 µM;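 active = activation above a per-plate cutoff, the mean activation of sample wells on that plate plus 3 SD, cut at about 8% in these data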
ABCB6 inh MLPCN: blocks the human ABCB6 transporter | fluorescence ratio to DMSO, % at 10 µM | K562-ABCB6 porphyrin accumulation, flow cytometry, 1 h; active compounds read low | 360,000 compounds, 0.19% hits | Q9NP58 | AID 602162;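 active = fluorescence ratio to DMSO below 75%, the collection mean minus 3 SD; inconclusive = too few cells collected in the well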;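 note: signal is porphyrin accumulated inside mitochondria; 100% equals median channel fluorescence of DMSO control wells; lower ratio means ABCB6 inhibition with less porphyrin fluorescence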
m5-HT2A agonist: activates the mouse 5-HT2A serotonin receptor; activation, % at 7.6 µM; CHO-K1 mHTR2A beta-arrestin complementation, luminescence; percent of 30 µM serotonin response; 360,000 compounds, 0.66% hits;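 active = activation above a run cutoff, the mean activation of all tested compounds plus 3 SD, cut at about 14% in these data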;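 note: 0% = plate median of compound wells and 100% = 30 µM serotonin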
Target sequence (P35363 whole entry, looked up): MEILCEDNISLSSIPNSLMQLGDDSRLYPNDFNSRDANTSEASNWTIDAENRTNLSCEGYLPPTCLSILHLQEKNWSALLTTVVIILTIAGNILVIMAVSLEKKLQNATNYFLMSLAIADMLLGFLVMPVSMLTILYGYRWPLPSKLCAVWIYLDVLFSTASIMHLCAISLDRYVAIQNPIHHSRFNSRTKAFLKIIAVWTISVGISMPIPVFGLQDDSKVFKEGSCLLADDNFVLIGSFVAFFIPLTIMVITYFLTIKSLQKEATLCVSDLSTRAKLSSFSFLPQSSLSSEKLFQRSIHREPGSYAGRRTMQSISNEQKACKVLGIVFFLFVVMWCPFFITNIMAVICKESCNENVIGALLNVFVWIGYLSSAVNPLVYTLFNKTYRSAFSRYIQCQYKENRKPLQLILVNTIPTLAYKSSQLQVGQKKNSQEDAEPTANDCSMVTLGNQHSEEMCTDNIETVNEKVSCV
H9c2 protect: myocardial damage modulation in H9c2 cells. H9c2 cardiomyocytes, H2O2 injury protection, ATPLite, 2 h. protection from H2O2 cell death, % at 20 µM. 360,000 compounds, 0.63% hits. AID 588492;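 active = compounds giving at least 50% protection of heart cells from peroxide-induced death in the single-dose screen, raw or plate-pattern-corrected value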;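 note: 0% = DMSO wells with peroxide and 100% = DMSO wells without peroxide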
aDG glyco act: increases alpha dystroglycan glycosylation; activation, % at 10 µM; Pro5-aDG cells, alpha-DG glycosylation AlphaScreen (IIH6); 0% Pro5, 100% B10-LARGE cell signal; 360,000 compounds, 0.22% hits; AID 624168;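 active = activation of at least 8% versus controls, or a plate z-score of at least 8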;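 note: Pro5 are CHO cells carrying HIG-tagged alpha-DG that lacks glycosylation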
hiPSC survival: hiPSC single-cell survival enhancement; AID 602274; survival enhancement, % at 20 µM; 360,000 compounds, 0.044% hits; ATPlite luminescence; 100% = ROCK inhibitor wells, 0% = DMSO; in the data active = survival enhancement above about 18%;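 note: cells exposed to compounds for 16 hours before the ATP read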
Granule exo inh: lytic granule exocytosis inhibition | AID 651702 | TALL-104 LAMP-1 surface exposure, flow cytometry; cells stimulated with thapsigargin and PMA | 360,000 compounds, 0.66% hits | inhibition, % at 10 µM;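 active = inhibition above about 55%, limit read from the data; inconclusive = no clear call, values can overlap the other calls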
An asterisk follows results filed as active; ? = inconclusive; . = no result given.

compound,ABHD5-PLIN5 inh,Granule exo inh,m5-HT2A agonist,MC4R barr agon,H9c2 protect,aDG glyco act,hiPSC survival,Glyco luc inh,ABCB6 inh MLPCN,MC4R antag cAMP
Cc1ccc(OC(C)C(=O)N/N=C/c2ccccn2)cc1 (stereo not drawn),10,15,2,5.3,27,1.1,5.2,-1,99,-3
CCN(CC(=O)NC1CCCCC1)S(=O)(=O)c1ccc(Cl)cc1,2,-1,3,-0.8,2,-0.1,8.3,0,99,5
COc1ccc(C=NCCc2ccc(OC)c(OC)c2)cc1OC,-7,-9,5,1.0,4,0.4,5.8,0,98,3
CC(C)(C)n1nnnc1C(c1cccs1)N(Cc1ccc(Cl)cc1)CC1CCCO1 (stereo not drawn),-5,5,-5,-1.3,-17,-0.1,2.0,-8,79,5
CCOC(=O)N1CCN(C(=O)c2cc3c(=O)n4ccccc4nc3s2)CC1,-4,1,0,-1.5,1,0.3,-0.6,-1,103,7
Cc1ccc(S(=O)(=O)N2CCN(C(=O)CCC(=O)NCc3ccc(F)cc3)CC2)cc1,2,0,4,0.6,-5,-0.1,2.2,-1,92,1
NS(=O)(=O)c1ccc(NC(=S)NC(=O)C2CCCCC2)cc1,-5,0,-1,-5.3,24,-0.1,-1.0,0,101,-9
CCOC(=O)C1(Cc2ccccc2C)CCCN(C(=O)c2ccc3nccnc3c2)C1 (stereo not drawn),2,-1,9,-0.2,18,-0.5,-0.3,0,102,4
COc1ccc(Cl)cc1S(=O)(=O)N(C)CC(=O)NCc1ccccn1,8,-3,2,-2.1,0,0.3,-0.4,1,98,0
C[C@@H]1CN([C@H](C)CO)C(=O)CCCn2nncc2CO[C@H]1CN(C)S(=O)(=O)c1ccc(C#N)cc1,-1,-6,-2,-0.1,13,0.1,0.3,1,95,-9
Cc1ccc(SCc2nc(-c3cccnc3)no2)cc1,-10,-10,1,1.2,-4,-0.2,4.7,0,91,-6
COc1ccccc1NC(=O)COC(=O)c1ccc2c(c1)nc(C)n2-c1ccccc1,1,?,1,0.8,1,-0.1,-1.5,2,98,-2
NC(=O)C1(c2ccccc2)OC1c1ccccc1 (stereo not drawn),2,22,2,0.6,-3,-0.1,-1.3,0,105,3
COc1cc(C(C)=O)ccc1OCC(=O)N(CCC1=CCCCC1)c1c(N)n(Cc2ccccc2)c(=O)[nH]c1=O,0,-4,-3,-3.5,1,0.4,-0.4,8,96,3
COc1ccc(OC)c(C2c3c(oc4ccccc4c3=O)C(=O)N2CCCN(C)C)c1 (stereo not drawn),1,10,2,-1.5,3,-0.3,1.9,1,95,6
O=C(CCS(=O)(=O)c1cc(Br)cc2c1N(C(=O)C1CC1)CC2)NCC1CCCO1 (stereo not drawn),-5,0,-4,-1.2,1,-0.1,-1.9,-1,91,1
Cc1ccc(C2C3=C(CC(C)(C)CC3=O)Nc3onc(C)c32)cc1 (stereo not drawn),4,2,1,-0.2,15,-0.3,-2.1,-2,109,16
O=C(/C=C\c1ccco1)Nc1cc([N+](=O)[O-])ccc1F,4,-3,-1,-0.4,-12,0.0,-2.4,5,97,-29
CN1CCCC1=Nc1c2c(nc3ccccc13)N(C)CC2,0,-4,-3,3.1,19,-0.1,3.8,2,102,9
NC(=O)N/N=C/c1c(Sc2nnnn2-c2ccccc2)nc2ccccn2c1=O,4,-1,-4,-3.7,-22,0.4,3.5,0,94,-6
CC(=O)Nc1ccc(NC(=O)C(C)OC(=O)C23CC4CC(CC(Cl)(C4)C2)C3)cc1 (stereo not drawn),7,0,-1,-2.0,1,-0.1,-1.1,-1,100,14
COc1ccc(NC(=O)C2c3ccccc3OCC(=O)N2Cc2cccnc2)cc1 (stereo not drawn),9,-2,9,.,.,0.1,0.1,.,100,.
Cc1ccc(NS(=O)(=O)c2ccc(-n3cccn3)cc2)cc1F,-5,39,4,1.2,-12,0.4,0.1,1,101,1
O=C(CN1C(=O)/C(=C/c2ccccc2F)Oc2ccccc21)N1CCN(c2ccccn2)CC1,3,-2,-1,5.8,-8,0.0,0.0,2,95,4
C=CCOC(=O)C1=C[C@@H](c2csc3ccccc23)C[C@@H](OCCCCO)O1,-5,-6,-3,2.5,5,-0.3,-2.3,-1,105,15
Cc1ccc(C(=O)NCCC2=CCCCC2)cc1S(=O)(=O)N1CCCCC1,-2,1,-8,2.9,-15,0.3,-0.4,-3,93,3
O=C(COC(=O)Cn1cnc2ccccc21)Nc1ccc(Br)cc1,8,2,9,0.7,-4,-0.1,-0.1,-6,94,14
CC(C)[C@H](NC(=O)c1ccco1)C(=O)OCC(=O)Nc1cccc(F)c1,-8,1,-1,0.1,9,0.0,1.2,3,101,1
Nc1ccc(Cn2ccc3c4c(N)nc(N)nc4ccc32)cc1,1,0,-4,-1.1,-14,-0.1,-3.9,-16,90,-15
Cc1cc(C)c(C)c(S(=O)(=O)NCc2ccc(C(=O)NCC3CCCO3)cc2)c1C (stereo not drawn),11,0,-1,-3.2,-1,-0.1,0.4,2,100,-2

Complete entries as entered above.
NS(=O)(=O)c1ccc(NC(=S)NC(=O)C2CCCCC2)cc1 across the screens: ABHD5-PLIN5 inh = -5; Granule exo inh = 0; m5-HT2A agonist = -1; MC4R barr agon = -5.3; H9c2 protect = 24; aDG glyco act = -0.1; hiPSC survival = -1.0; Glyco luc inh = 0; ABCB6 inh MLPCN = 101; MC4R antag cAMP = -9
CCOC(=O)C1(Cc2ccccc2C)CCCN(C(=O)c2ccc3nccnc3c2)C1 (stereo not drawn) across the screens: ABHD5-PLIN5 inh = 2; Granule exo inh = -1; m5-HT2A agonist = 9; MC4R barr agon = -0.2; H9c2 protect = 18; aDG glyco act = -0.5; hiPSC survival = -0.3; Glyco luc inh = 0; ABCB6 inh MLPCN = 102; MC4R antag cAMP = 4
C=CCOC(=O)C1=C[C@@H](c2csc3ccccc23)C[C@@H](OCCCCO)O1 across the screens: ABHD5-PLIN5 inh = -5; Granule exo inh = -6; m5-HT2A agonist = -3; MC4R barr agon = 2.5; H9c2 protect = 5; aDG glyco act = -0.3; hiPSC survival = -2.3; Glyco luc inh = -1; ABCB6 inh MLPCN = 105; MC4R antag cAMP = 15

(continued)
compound,ABHD5-PLIN5 inh,Granule exo inh,m5-HT2A agonist,MC4R barr agon,H9c2 protect,aDG glyco act,hiPSC survival,Glyco luc inh,ABCB6 inh MLPCN,MC4R antag cAMP
Cc1cccc(C)c1NC(=O)NNC(=O)c1cc(C(C)(C)C)nn1Cc1ccccc1,2,13,3,-0.9,-4,0.1,0.0,-3,99,-3
O=S(=O)(Nc1ccc(-c2nnc(SCc3ccc(Cl)cc3)o2)cc1)c1ccccc1,5,-1,0,1.8,-12,0.2,0.6,2,103,4
Clc1ccc2noc(-c3ccccc3)c2c1,6,-2,0,-1.9,0,-0.2,1.2,0,101,7
O=S(=O)(Cc1ccccc1)N1CCN(Cc2ccc3c(c2)OCO3)CC1,3,0,1,0.7,-12,0.2,-0.6,.,82,1
CC1CN(C(=O)/C=C/c2ccc([N+](=O)[O-])s2)CC(C)O1 (stereo not drawn),-5,-1,0,-1.2,-2,3.3,-2.0,24,100,-16
CS(=O)CC(O)(c1ccc(F)cc1)C1CC1 (stereo not drawn),-9,-4,0,0.3,2,0.0,-2.8,-1,106,10
CC(C)C(NC(=O)COc1ccc2ccccc2c1)C(=O)N/N=C/C=C/c1ccccc1 (stereo not drawn),-6,3,0,-1.3,7,0.2,-0.8,2,111,10
CCn1c(=O)cc(SCC(=O)Nc2ccc3c(c2)OCCO3)c2ccccc21,2,-1,1,0.7,22,-0.1,-1.9,3,104,3
Cc1ccc(-c2ccc(CN3C(CC(C)C)C(=O)N(Cc4cn(CC5CCCCC5)nn4)CCS3(=O)=O)cc2)cc1 (stereo not drawn),-7,-2,-6,-0.1,-14,0.2,1.4,-3,96,8
O=C(Nc1nc(-c2nc3ccccc3s2)cs1)C1CC1,1,-6,-1,0.5,-17,0.9,-2.5,-8,97,-5
Cc1ccc(S(=O)(=O)N2CCN(C(=O)CCCOc3ccc(Cl)cc3C)CC2)cc1,-6,8,-5,5.1,-12,0.2,0.7,-1,94,15
CCOC(=O)c1cc(CN2CCOCC2)oc1-c1ccccc1,6,-1,-2,-2.2,10,0.2,0.2,0,90,4
Cc1ccc(SCCNC(=O)/C=C/c2ccccc2Cl)cc1,-4,-10,-9,-1.4,-8,-0.1,0.9,0,93,1
COc1ccccc1CNC(=O)c1cccc(S(=O)(=O)N(C)c2ccccc2)c1,4,3,3,0.2,0,0.2,-0.3,-4,88,-2
Cc1ccccc1C(C)NC(=O)COC(=O)Cn1cc(C(F)(F)F)ccc1=O (stereo not drawn),7,3,-2,0.5,-6,-0.4,-0.3,-1,100,20
O=S(=O)(CCCc1ccccc1)c1ncn[nH]1,3,-1,5,-0.2,10,-0.3,-1.9,1,102,2
CC12CCC(C(=O)NCc3ccccn3)(OC1=O)C2(C)C (stereo not drawn),5,0,3,0.0,-2,-0.1,0.7,0,95,5
COc1cc(C(=O)C(=O)N2CCN(c3ccccc3)CC2)cc2ccccc12,-9,1,2,.,.,0.0,.,.,.,.
O=C1C[C@H]2CCCCC(=O)N3CC[C@@H](C1)[C@@H]23,-13,1,0,-0.8,22,1.4,3.3,1,98,-3
